MITF primary: inhibitors of human MITF; actives 0.91% (n = 650,000); AlphaScreen MITF homodimerization, bead proximity signal; O75030; inhibition, % at 2.6 µM; in the data active = inhibition above about 50%;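 also: 0% = vehicle wells with protein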
FBW7 activator: activators of human E3 ligase FBW7 | AID 1259310 | normalized activity (activation), % at 26.1 µM | AlphaScreen FBW7–phospho-cyclin E peptide binding, activator screen | actives 0.13% (n = 650,000) | Q969H0; in the data active = normalized activity above about 1.9%;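 also: purified mutant Fbw7 with reduced substrate affinity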
Target sequence (Q969H0 whole entry, looked up): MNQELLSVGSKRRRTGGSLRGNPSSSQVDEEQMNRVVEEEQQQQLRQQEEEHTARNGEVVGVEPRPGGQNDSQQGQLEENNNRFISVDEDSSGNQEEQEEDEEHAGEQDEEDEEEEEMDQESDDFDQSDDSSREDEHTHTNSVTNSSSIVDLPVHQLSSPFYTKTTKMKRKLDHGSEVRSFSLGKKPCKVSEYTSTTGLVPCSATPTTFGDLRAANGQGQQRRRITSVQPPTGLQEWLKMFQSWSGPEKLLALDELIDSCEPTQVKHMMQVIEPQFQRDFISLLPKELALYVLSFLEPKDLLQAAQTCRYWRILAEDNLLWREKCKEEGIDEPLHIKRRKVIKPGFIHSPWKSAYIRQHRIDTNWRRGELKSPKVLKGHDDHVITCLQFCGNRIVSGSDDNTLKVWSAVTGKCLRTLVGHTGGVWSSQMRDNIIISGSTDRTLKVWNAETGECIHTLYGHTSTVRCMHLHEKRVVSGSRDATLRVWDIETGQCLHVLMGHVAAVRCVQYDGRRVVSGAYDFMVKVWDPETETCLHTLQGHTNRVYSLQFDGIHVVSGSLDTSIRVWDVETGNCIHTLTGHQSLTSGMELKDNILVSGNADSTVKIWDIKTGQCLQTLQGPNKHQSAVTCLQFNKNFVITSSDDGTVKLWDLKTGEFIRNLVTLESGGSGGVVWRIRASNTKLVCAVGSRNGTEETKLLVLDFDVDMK
TEAD-YAP block: TEAD-YAP interaction inhibition; inhibition, % at 9.12 µM; HEK-TIYL cells, TEAD-Gal4/YAP UAS-luciferase luminescence; AID 1259422; actives 1.4% (n = 640,000); in the data active = inhibition above about 32%;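 also: 0% = median of test compound wells and 100% = reference inhibitor wells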
GPR151 ag: activates the human receptor GPR151; PathHunter beta-arrestin GPR151 cells, luminescence; activation, % at 11.2 µM; actives 1% (n = 650,000); in the data active = activation above about 4.9%;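 also: 0% = median of compound wells and 100% = cells with positive control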
Target sequence (Q8TDV0 whole entry, looked up): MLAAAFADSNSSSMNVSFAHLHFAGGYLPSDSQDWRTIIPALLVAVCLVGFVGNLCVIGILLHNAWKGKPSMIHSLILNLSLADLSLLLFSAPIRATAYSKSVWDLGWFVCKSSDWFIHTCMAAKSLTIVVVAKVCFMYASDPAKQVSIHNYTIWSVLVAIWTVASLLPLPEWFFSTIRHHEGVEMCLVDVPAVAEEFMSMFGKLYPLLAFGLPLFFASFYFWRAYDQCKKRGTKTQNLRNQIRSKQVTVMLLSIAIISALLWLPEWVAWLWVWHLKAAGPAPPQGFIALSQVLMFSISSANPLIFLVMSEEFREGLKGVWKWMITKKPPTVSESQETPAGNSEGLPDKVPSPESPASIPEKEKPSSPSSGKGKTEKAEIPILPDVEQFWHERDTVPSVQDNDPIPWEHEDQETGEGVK
Numbers without * were called inactive. An unsorted share of the library; about 3.4% have a hit in one of these screens.

The first 7 records, to show the layout:
How did COc1cccc(CC(C)C(=O)N/N=C/c2ccc(O)c([N+](=O)[O-])c2)c1 (centres undefined) do in these assays?
MITF primary: 5.6; FBW7 activator: 0.1; TEAD-YAP block: -2.9; GPR151 ag: 1.3

What do the screens show for `CCC(=O)Nc1cccc(C(=O)c2ccc(C)c(C)c2)c1`?
MITF primary: 9.1; FBW7 activator: 0.0; TEAD-YAP block: 13.2; GPR151 ag: 0.2

Results for O=C1C2C3C=CC(C3)C2C(=O)N1c1ncccn1 (centres undefined) ?
MITF primary: 14.9; FBW7 activator: 0.2; TEAD-YAP block: 1.9; GPR151 ag: 0.6

Results for CCOC(=O)C1=C(C)N(CCOC)C(=O)/C1=C\c1cc(OC)c(OC)c(OC)c1 ?
MITF primary: 9.2; FBW7 activator: -0.2; TEAD-YAP block: -8.9; GPR151 ag: -0.6

Results for Cc1ccc2oc(=O)c3cnn(CC(=O)Nc4nccs4)c3c2c1 ?
MITF primary: 1.1; FBW7 activator: -0.1; TEAD-YAP block: 5.7; GPR151 ag: -0.1

What do the screens show for `O=C(COc1ccc([N+](=O)[O-])cc1)Nc1ccc(NC(=O)c2ccco2)cc1`?
MITF primary: 11.1; FBW7 activator: 0.1; TEAD-YAP block: 0.8; GPR151 ag: 0.0

How did Cc1ccccc1COC(=O)Nc1ccc(-c2cn[nH]c2)cc1 do in these assays?
MITF primary: -5.9; FBW7 activator: -0.1; TEAD-YAP block: -11.7; GPR151 ag: 0.5

The listing, previewed entries included:
How did COc1cccc(CC(C)C(=O)N/N=C/c2ccc(O)c([N+](=O)[O-])c2)c1 (centres undefined) do in these assays?
MITF primary: 5.6; FBW7 activator: 0.1; TEAD-YAP block: -2.9; GPR151 ag: 1.3

What do the screens show for `CCC(=O)Nc1cccc(C(=O)c2ccc(C)c(C)c2)c1`?
MITF primary: 9.1; FBW7 activator: 0.0; TEAD-YAP block: 13.2; GPR151 ag: 0.2

Results for O=C1C2C3C=CC(C3)C2C(=O)N1c1ncccn1 (centres undefined) ?
MITF primary: 14.9; FBW7 activator: 0.2; TEAD-YAP block: 1.9; GPR151 ag: 0.6

Results for CCOC(=O)C1=C(C)N(CCOC)C(=O)/C1=C\c1cc(OC)c(OC)c(OC)c1 ?
MITF primary: 9.2; FBW7 activator: -0.2; TEAD-YAP block: -8.9; GPR151 ag: -0.6

Results for Cc1ccc2oc(=O)c3cnn(CC(=O)Nc4nccs4)c3c2c1 ?
MITF primary: 1.1; FBW7 activator: -0.1; TEAD-YAP block: 5.7; GPR151 ag: -0.1

What do the screens show for `O=C(COc1ccc([N+](=O)[O-])cc1)Nc1ccc(NC(=O)c2ccco2)cc1`?
MITF primary: 11.1; FBW7 activator: 0.1; TEAD-YAP block: 0.8; GPR151 ag: 0.0

How did Cc1ccccc1COC(=O)Nc1ccc(-c2cn[nH]c2)cc1 do in these assays?
MITF primary: -5.9; FBW7 activator: -0.1; TEAD-YAP block: -11.7; GPR151 ag: 0.5

Results for O=S1(=O)CCN2C(Cc3ccc(SC(F)F)cc3)=CSC2=N1 ?
MITF primary: -15.2; FBW7 activator: -0.2; TEAD-YAP block: 5.2; GPR151 ag: 1.8

How did CCc1ccc(C(=O)NC(CC(C)C)C(=O)Nc2cc(C)on2)cc1 (centres undefined) do in these assays?
MITF primary: 3.5; FBW7 activator: -0.4; TEAD-YAP block: 0.1; GPR151 ag: 5.3*

Results for COc1cc(Nc2nccn3c(-c4ccc(N(C)C)cc4)cnc23)cc(OC)c1OC ?
MITF primary: 12.6; FBW7 activator: -0.7; TEAD-YAP block: 55.3*; GPR151 ag: 3.2

Results for CCC(=O)Oc1ccc(C(=O)N2CCN(c3ccc(OC)cc3)CC2)cc1 ?
MITF primary: -7.2; FBW7 activator: 0.0; TEAD-YAP block: 7.7; GPR151 ag: -0.8

Results for O=C(Nc1ccc(Cl)cn1)c1ccc([N+](=O)[O-])cc1Cl ?
MITF primary: 10.3; FBW7 activator: 0.0; TEAD-YAP block: -52.5; GPR151 ag: -0.2

What do the screens show for `CN(C)N1C(N)=C(C#N)C(c2ccccc2C(F)(F)F)C2=C1CC(C)(C)CC2=O` (centres undefined)?
MITF primary: 9.7; FBW7 activator: 0.2; TEAD-YAP block: 10.9; GPR151 ag: -0.9

How did COCCCNc1cc(C)nc2ccccc12 do in these assays?
MITF primary: 1.6; FBW7 activator: 0.0; TEAD-YAP block: -6.7; GPR151 ag: -0.9

How did Cc1onc(-c2ccccc2Cl)c1C(=O)N1CCN(c2ccc(Cl)cc2[N+](=O)[O-])CC1 do in these assays?
MITF primary: 11.2; FBW7 activator: 0.1; TEAD-YAP block: -0.4; GPR151 ag: -0.4

Results for COc1cc(OC)c(OC)cc1/C=C/c1nc2cc3ccccc3cc2c(=O)n1-c1ccc(Br)c(C)c1 ?
MITF primary: 7.1; FBW7 activator: -0.1; TEAD-YAP block: -1.6; GPR151 ag: 1.0

How did Cn1c(CN2CCOCC2)nnc1SCc1ccc(Cl)cc1 do in these assays?
MITF primary: -4.2; FBW7 activator: -0.5; TEAD-YAP block: 2.7; GPR151 ag: 0.4

How did COc1cccc(C(O)c2cccs2)c1 (centres undefined) do in these assays?
MITF primary: 2.9; FBW7 activator: 0.0; TEAD-YAP block: -4.8; GPR151 ag: -0.3

How did C/C(=N\Nc1ccc(F)cc1)c1ccc(N2CCOCC2)c(F)c1 do in these assays?
MITF primary: -0.6; FBW7 activator: -0.1; TEAD-YAP block: 6.0; GPR151 ag: 0.3

Results for O=C(O)c1cc2cc(-c3ccccc3)sc2s1 ?
MITF primary: 20.8; FBW7 activator: 0.2; TEAD-YAP block: -5.4; GPR151 ag: -7.1

How did COc1ccccc1/C=C/C(=O)Nc1ccc(F)cc1 do in these assays?
MITF primary: 8.4; FBW7 activator: -0.1; TEAD-YAP block: -58.7; GPR151 ag: 0.3

Results for CCOc1cc(C2NC(=S)NC(C)=C2C(C)=O)cc(I)c1O (centres undefined) ?
MITF primary: -3.1; FBW7 activator: -0.2; TEAD-YAP block: 12.3; GPR151 ag: 0.2

How did O=C(COC(=O)c1ccc(N2C(=O)c3ccccc3C2=O)cc1)c1cccc([N+](=O)[O-])c1 do in these assays?
MITF primary: 2.7; FBW7 activator: -0.1; TEAD-YAP block: -7.0; GPR151 ag: 0.2

Results for NC(=O)c1nc(-c2cccc(F)c2)nc2c1[nH]c(=O)n2-c1cccc(Cl)c1 ?
MITF primary: 2.7; FBW7 activator: 0.7; TEAD-YAP block: 0.7; GPR151 ag: -0.6

How did c1ccc2cc(CN3CCc4nc5ncccc5cc4C3)ccc2c1 do in these assays?
MITF primary: 6.2; FBW7 activator: 0.0; TEAD-YAP block: -16.2; GPR151 ag: 0.6

How did O=C(CSc1nnc(NC(=O)CCc2ccccc2)s1)NCc1ccccc1 do in these assays?
MITF primary: 16.5; FBW7 activator: 0.3; TEAD-YAP block: 0.1; GPR151 ag: 0.4

How did Cc1ccc(NC(=O)CC2SCCNC2=O)cc1C (centres undefined) do in these assays?
MITF primary: 14.7; FBW7 activator: 0.1; TEAD-YAP block: -11.9; GPR151 ag: -0.8

How did Cc1nnc2c(Nc3ccc(Cl)c(C(=O)O)c3)nc3ccccc3n12 do in these assays?
MITF primary: -14.6; FBW7 activator: -0.1; TEAD-YAP block: -5.3; GPR151 ag: -0.4

What do the screens show for `CC1CCCCC1NC(=O)C(C)n1ncn2cccc2c1=O` (centres undefined)?
MITF primary: 4.0; FBW7 activator: 0.3; TEAD-YAP block: 10.9; GPR151 ag: 1.9

What do the screens show for `N#CC1=C(SCC(=O)Nc2cccc3ccccc23)NC(=O)CC1c1cccs1` (centres undefined)?
MITF primary: 9.8; FBW7 activator: -0.1; TEAD-YAP block: -16.6; GPR151 ag: -0.4

How did NC(=O)c1c(NC(=O)c2ccc(Cl)s2)sc2c1CCN(Cc1ccccc1)C2 do in these assays?
MITF primary: -5.0; FBW7 activator: 0.1; TEAD-YAP block: 1.6; GPR151 ag: -0.3

Results for O=C(N/N=C/c1ccc(Cl)c([N+](=O)[O-])c1)c1cc(O)cc(O)c1 ?
MITF primary: 10.6; FBW7 activator: 0.1; TEAD-YAP block: 7.0; GPR151 ag: -0.3

What do the screens show for `Cc1ccc(SCc2cc(=O)n3[nH]c(C)nc3n2)cc1`?
MITF primary: -6.8; FBW7 activator: -0.1; TEAD-YAP block: 3.8; GPR151 ag: 0.1

Results for CC(C(=O)NCC1CCCO1)N(C(=O)c1snc(C(N)=O)c1N)N1CCN(C)CC1 (centres undefined) ?
MITF primary: 8.0; FBW7 activator: 0.3; TEAD-YAP block: 0.3; GPR151 ag: -1.2

What do the screens show for `COc1cccc(S(=O)(=O)NCc2ccc(C(=O)Nc3cccnc3)cc2)c1`?
MITF primary: 11.9; FBW7 activator: 0.1; TEAD-YAP block: 50.4*; GPR151 ag: 0.4

How did CC1CCCC(C)N1C(=O)COC(=O)c1ccc(Br)o1 (centres undefined) do in these assays?
MITF primary: -0.6; FBW7 activator: 0.0; TEAD-YAP block: 7.9; GPR151 ag: -0.1

Results for Cc1nc(C)c(I)c(NNC(=O)C(C)(C)C)n1 ?
MITF primary: 1.6; FBW7 activator: -0.1; TEAD-YAP block: -0.8; GPR151 ag: 1.8

How did COc1cccc(C(=O)c2c[nH]c3c(F)cc(F)cc3c2=O)c1 do in these assays?
MITF primary: -7.0; FBW7 activator: 0.0; TEAD-YAP block: 0.8; GPR151 ag: -0.4

How did O=C(NCc1ccco1)C1CCNCC1 do in these assays?
MITF primary: -7.5; FBW7 activator: -0.1; TEAD-YAP block: 8.7; GPR151 ag: -1.0

Results for Cc1c(C(C)NC(=O)c2csc(Cc3ccccc3)n2)cnn1-c1ccccn1 (centres undefined) ?
MITF primary: 4.2; FBW7 activator: 0.2; TEAD-YAP block: -28.6; GPR151 ag: -0.1

Results for CCc1ccc(C2=CC(c3ccc(Br)cc3)n3ncnc3N2)cc1 (centres undefined) ?
MITF primary: 16.9; FBW7 activator: 0.0; TEAD-YAP block: -52.7; GPR151 ag: -0.6

Results for CCN(C(=S)NC(=O)C1CC1)c1ccccc1 ?
MITF primary: -469.3; FBW7 activator: 0.0; TEAD-YAP block: 6.8; GPR151 ag: 3.7

What do the screens show for `O=[N+]([O-])c1ccc(N=Cc2nc(-c3ccccc3)oc2O)cc1`?
MITF primary: -1.6; FBW7 activator: 0.1; TEAD-YAP block: 4.5; GPR151 ag: -0.1

How did CCC(Sc1nc2cc(OC)c(OC)cc2c(=O)n1Cc1ccco1)C(=O)Nc1ccc(C)c(Cl)c1 (centres undefined) do in these assays?
MITF primary: -25.9; FBW7 activator: 0.3; TEAD-YAP block: -0.1; GPR151 ag: -1.6

Results for CC(=O)c1c(Nc2ccc3c(c2)OCCO3)oc(C)cc1=O ?
MITF primary: 9.6; FBW7 activator: 0.2; TEAD-YAP block: 0.2; GPR151 ag: -0.9

How did COc1ccc(C2=N/C(=C\c3ccc(C)cc3)C(=O)O2)cc1[N+](=O)[O-] do in these assays?
MITF primary: -8.6; FBW7 activator: 0.1; TEAD-YAP block: -21.1; GPR151 ag: 0.7

What do the screens show for `O=C(Nc1ccc(Cl)cc1)Nc1ccc(I)cn1`?
MITF primary: -4.9; FBW7 activator: 0.1; TEAD-YAP block: -5.2; GPR151 ag: -2.7

How did CC(=Nc1ccc2c(c1)nc(CO)n2C)C1=C(O)CC(C)(C)CC1=O do in these assays?
MITF primary: -0.4; FBW7 activator: -0.1; TEAD-YAP block: -1.6; GPR151 ag: 1.5

Results for CC[n+]1c(-c2ccccc2)csc1Nc1c(C)n(C)n(-c2ccccc2)c1=O ?
MITF primary: 3.1; FBW7 activator: -0.1; TEAD-YAP block: 0.2; GPR151 ag: -0.7

How did COc1cc(OC)c(NC(=O)CSc2nnc(-c3ccc(OC)c(OC)c3)c(-c3ccc(OC)c(OC)c3)n2)cc1Cl do in these assays?
MITF primary: 5.8; FBW7 activator: 0.5; TEAD-YAP block: -3.9; GPR151 ag: -0.8

How did CCN(Cc1ccccc1)C(=O)c1[nH]c(C)c(C(C)=O)c1C do in these assays?
MITF primary: -3.0; FBW7 activator: 0.2; TEAD-YAP block: 5.6; GPR151 ag: 2.9

Results for Cc1ccc(Nc2nc(COC(=O)Cn3nc(C)c([N+](=O)[O-])c3C)cs2)cc1 ?
MITF primary: 1.7; FBW7 activator: -0.1; TEAD-YAP block: -42.2; GPR151 ag: -1.0

How did CC1=C(C(=O)Nc2cccc([N+](=O)[O-])c2)C2(CCCCC2)OC1=O do in these assays?
MITF primary: 23.8; FBW7 activator: 1.2; TEAD-YAP block: -11.3; GPR151 ag: 1.0

What do the screens show for `CCCCCCN1C(=O)C(=O)/C(=C(\O)c2ccc(OC)cc2)C1c1ccccc1F` (centres undefined)?
MITF primary: 11.6; FBW7 activator: 0.3; TEAD-YAP block: 3.6; GPR151 ag: -0.2

How did O=C(Nc1ccc(Cl)cc1[N+](=O)[O-])c1cccc(Br)c1 do in these assays?
MITF primary: 10.0; FBW7 activator: -0.3; TEAD-YAP block: -0.6; GPR151 ag: -0.7

Results for O=C(O)c1cccc(S(=O)(=O)Nc2ccccc2C(=O)O)c1 ?
MITF primary: -17.6; FBW7 activator: 0.0; TEAD-YAP block: -8.2; GPR151 ag: 0.5

Results for CCSCCOC(=O)C1=C(C)NC(=O)NC1c1ccc(Cl)cc1 (centres undefined) ?
MITF primary: 13.5; FBW7 activator: 0.3; TEAD-YAP block: 2.6; GPR151 ag: 0.4

What do the screens show for `COc1ccc(OC)c(CNCc2c(C(=O)O)[nH]c3cc(C)ccc23)c1`?
MITF primary: -3.7; FBW7 activator: -0.1; TEAD-YAP block: -2.8; GPR151 ag: -0.9

What do the screens show for `COCCN=c1scc(-c2cccc3ccccc23)n1/N=C/c1ccc[nH]1`?
MITF primary: 9.6; FBW7 activator: -0.3; TEAD-YAP block: 42.7*; GPR151 ag: 1.8
